IDH1 mut inh: blocks human IDH1 R132H reductase activity | O75874 | 70,000 tested, 0.18% active | diaphorase/resazurin fluorescence, 60 min | inhibition, % at 10 µM; in the data active means inhibition above about 34%;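 further: 0% = DMSO and 100% = no enzyme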
PRC2 inh: EZH2 (human) methyltransferase inhibition; Q15910; PRC2 H3K27 methylation, DELFIA TRF, 1 h; inhibition, % at 12.5 µM; 57,000 tested, 0.35% active; AID 651548;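 active means mean inhibition of replicates at least 50% and every single replicate also reaching 50%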;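 further: dimethyl H3K27 on biotinylated H3 21-44 peptide detected by antibody; plate controls were median neutral control wells for no effect and median positive control wells for full effect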
Target sequence (Q15910 whole entry, looked up): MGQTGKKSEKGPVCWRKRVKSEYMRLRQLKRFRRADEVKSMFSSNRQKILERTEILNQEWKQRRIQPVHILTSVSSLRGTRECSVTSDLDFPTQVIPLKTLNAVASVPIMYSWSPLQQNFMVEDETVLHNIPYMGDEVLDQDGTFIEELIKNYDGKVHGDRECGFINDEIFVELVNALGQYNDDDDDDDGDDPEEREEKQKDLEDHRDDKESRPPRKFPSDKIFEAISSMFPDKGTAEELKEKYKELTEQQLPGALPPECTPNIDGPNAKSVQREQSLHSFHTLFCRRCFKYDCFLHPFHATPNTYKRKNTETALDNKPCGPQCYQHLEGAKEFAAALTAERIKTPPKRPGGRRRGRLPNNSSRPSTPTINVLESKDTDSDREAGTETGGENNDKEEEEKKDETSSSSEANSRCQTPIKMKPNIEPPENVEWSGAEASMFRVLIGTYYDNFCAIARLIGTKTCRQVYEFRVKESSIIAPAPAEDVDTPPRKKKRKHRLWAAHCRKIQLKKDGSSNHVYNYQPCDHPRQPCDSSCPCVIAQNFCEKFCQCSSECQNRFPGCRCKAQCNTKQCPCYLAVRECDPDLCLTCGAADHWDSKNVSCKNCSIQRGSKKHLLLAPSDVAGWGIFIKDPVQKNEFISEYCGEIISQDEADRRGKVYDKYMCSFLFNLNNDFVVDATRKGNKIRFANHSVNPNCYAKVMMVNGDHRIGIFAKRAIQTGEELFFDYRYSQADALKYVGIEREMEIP
Numbers without * were called inactive; / = no result given. Some of the compounds tested; count on the stated rates, not on these rows.

SMILES | IDH1 mut inh | PRC2 inh
C[C@@H]1CN([C@@H](C)CO)C(=O)c2cc(C#CC3CC3)cnc2O[C@H]1CN(C)C(=O)c1ccc(F)cc1 | -0.4 | /
C[C@H]1CN([C@@H](C)CO)C(=O)c2cc(NC(=O)Nc3ccc(C(F)(F)F)cc3)ccc2O[C@H]1CN(C)CC1CC1 | -0.8 | -32.8
COc1ccc(NC(=O)N(C)C[C@H]2OCCCC[C@@H](C)Oc3ccc(NS(=O)(=O)c4ccc(F)cc4)cc3C(=O)N([C@@H](C)CO)C[C@H]2C)cc1 | -2.6 | /
C[C@H](CO)N1C[C@H](C)[C@H](CN(C)C(=O)C2CCC2)Oc2ncc(-c3ccc(F)cc3)cc2C1=O | 2.9 | -5.8
COc1ccc(S(=O)(=O)Nc2cccc3c2O[C@H](CN(C)CC2CCCCC2)[C@@H](C)CN([C@@H](C)CO)C3=O)cc1 | -1.5 | 7.4
C[C@H](CO)N1C[C@H](C)[C@H](CN(C)S(=O)(=O)c2cccs2)Oc2c(NC(=O)C3CCOCC3)cccc2C1=O | 5.3 | /
CC1(C)CC[C@]2(C(=O)O[C@@H]3O[C@H](CO)[C@@H](O)[C@H](O)[C@H]3O)CC[C@]3(C)C(=CCC4[C@@]5(C)CC[C@H](O[C@@H]6O[C@H](CO)[C@@H](O)[C@H](O[C@@H]7O[C@H](CO)[C@@H](O)[C@H](O)[C@H]7O)[C@H]6O[C@@H]6O[C@H](CO)[C@H](O)[C@H](O)[C@H]6O)C(C)(C)C5CC[C@]43C)[C@@H]2C1 (stereo not given in full) | 0.2 | /
COc1ccc(NC(=O)N[C@H]2CC[C@H](CCn3cc(-c4ccc(F)cc4)nn3)O[C@H]2CO)cc1 | 0.1 | -2.0
CC(C)NC(=O)Nc1ccc2c(c1)C(=O)N([C@H](C)CO)C[C@H](C)[C@H](CN(C)C(=O)Nc1ccc(F)cc1)OCCCC[C@H](C)O2 | 1.9 | /
Cc1ccc(S(=O)(=O)N(C)C[C@H]2Oc3ccc(NC(=O)C4CCCCC4)cc3CC(=O)N([C@H](C)CO)C[C@@H]2C)cc1 | 0.2 | /
CO[C@@H]1CN(C)C(=O)c2cc(NC(=O)c3ccccc3)ccc2OC[C@@H](C)N(C)C[C@H]1C | 0.2 | -11.5
Cc1noc(C)c1S(=O)(=O)N(C)C[C@@H]1Oc2c(NC(=O)c3nc4ccccc4s3)cccc2C(=O)N([C@@H](C)CO)C[C@@H]1C | -3.9 | /
C[C@H](CO)N1C[C@H](C)[C@@H](CN(C)S(=O)(=O)c2cccs2)Oc2ccc(NC(=O)Nc3ccccc3)cc2C1=O | -0.1 | /
NS(=O)(=O)c1ccc(NC(=S)NCCN2CCOCC2)cc1 | 0.5 | /
Cc1noc(C)c1S(=O)(=O)Nc1ccc2c(c1)C(=O)N([C@H](C)CO)C[C@H](C)[C@H](CN(C)Cc1ccc(C(=O)Nc3ccccc3N)cc1)OCCCC[C@@H](C)O2 | / | -30.2
Cc1cc(C)nc(SCC(=O)N2CCN(c3nnc(-c4ccccc4)c4ccccc34)CC2)n1 | -1.0 | 6.2
C=C1C(=O)O[C@H]2[C@H]1[C@@H](OC(=O)C(C)CO)C[C@@]1(C)[C@H](O)CCC(=O)[C@H]21 (stereo not given in full) | 0.2 | 15.9
CNC[C@@H]1Oc2cc(C#Cc3ccccn3)ccc2S(=O)(=O)N([C@H](C)CO)C[C@H]1C | 0.3 | -9.0
Cc1noc(C)c1NC(=O)N(C)C[C@H]1Oc2ccc(NS(=O)(=O)c3ccccc3)cc2C(=O)N([C@H](C)CO)C[C@H]1C | 0.3 | /
COc1ccc(NC(=O)Nc2cccc3c2O[C@H](CN(C)C(=O)Nc2ccccc2)[C@@H](C)CN([C@H](C)CO)C3=O)cc1 | 0.2 | /
CNC[C@H]1Oc2ccc(NS(=O)(=O)c3c(C)noc3C)cc2CC(=O)N([C@H](C)CO)C[C@H]1C | 3.3 | /
CCC(=O)N[C@H]1CC[C@@H](CCNS(=O)(=O)c2ccc(Cl)cc2)O[C@H]1CO | 0.2 | 14.5
O=C(C[C@H]1CC[C@H](NC(=O)c2ccccc2)[C@H](CO)O1)NCc1ccncn1 | 0.1 | -1.9
COc1cc(SC)ccc1C(=O)NCCc1c[nH]c2ccccc12 | 0.0 | 3.4
C[C@@H]1CCCCO[C@@H](CN(C)C(=O)Nc2ccc3c(c2)OCO3)[C@H](C)CN([C@@H](C)CO)C(=O)c2cc(NC(=O)c3ccncc3)ccc2O1 | -1.4 | /
CC(=O)N[C@H]1CC[C@H](CC(=O)NCC2CCCCC2)O[C@H]1CO | -0.1 | -3.9
C=C[C@@]1(C)C[C@H](O)[C@@H]2[C@@H](OC(O)[C@H]2C)[C@@H]1C(=C)C (stereo not given in full) | 0.2 | 8.7
C[C@H](NC(=O)C[C@H]1CC[C@@H](NC(=O)C2CCC2)[C@@H](CO)O1)c1ccccc1 | 0.8 | -17.3
C[C@H](CO)N1C[C@H](C)[C@@H](CN(C)CC2CCCCC2)OCCCC[C@H](C)Oc2ccc(NC(=O)Nc3cccc4ccccc34)cc2C1=O | 1.4 | /
C[C@@H]1CCCCO[C@@H](CN(C)C(=O)Nc2ccc(F)cc2)[C@H](C)CN([C@H](C)CO)C(=O)c2cc(NC(=O)C3CCCCC3)ccc2O1 | 1.1 | /
N#C[C@H]1[C@@H](c2ccccc2)[C@@H](CO)N1C(=O)c1ccc2c(c1)OCO2 | 1.8 | /
CO[C@H]1CN(C)C(=O)c2cc(NC(=O)C3CC3)ccc2OC[C@H](C)N(C(=O)c2ccccc2)C[C@@H]1C | 0.1 | -9.9
O=C(C[C@@H]1C[C@@H]2c3cc(NC(=O)Nc4ccc(F)cc4)ccc3O[C@@H]2[C@@H](CO)O1)NCC1CC1 | 2.4 | 13.2
COc1ccc(CN(C)C[C@@H]2Oc3ccc(NC(=O)Nc4ccc(F)cc4)cc3C(=O)N([C@@H](C)CO)C[C@@H]2C)cc1 | 0.8 | /
CO[C@@H]1CN(C)C(=O)c2ccc(NS(C)(=O)=O)cc2OC[C@H](C)N(Cc2nccs2)C[C@H]1C | -0.1 | 1.3
C[C@@H]1CN([C@H](C)CO)S(=O)(=O)c2ccc(C#Cc3ccccn3)cc2O[C@H]1CN(C)Cc1ccc(F)cc1 | 0.2 | /
Cc1noc(C)c1S(=O)(=O)N(C)C[C@H]1OCCCC[C@@H](C)Oc2ccc(NC(=O)Nc3ccc(C(F)(F)F)cc3)cc2C(=O)N([C@@H](C)CO)C[C@@H]1C | 2.0 | /
C[C@@H]1CN([C@H](C)CO)C(=O)c2cc(-c3cccc(C(=O)N(C)C)c3)cnc2O[C@@H]1CN(C)S(=O)(=O)c1ccccc1 | 17.9 | 12.0
CC(C)NC(=O)N(C)C[C@H]1Oc2c(NS(=O)(=O)c3cn(C)cn3)cccc2C(=O)N([C@@H](C)CO)C[C@@H]1C | 0.1 | /
N#Cc1ccccc1Sc1ccccc1C(=O)Nc1cccc(CCc2ccccn2)c1 | 0.3 | 17.1
C[C@H](CO)N1C[C@H](C)[C@H](CN(C)Cc2ccc(C(F)(F)F)cc2)Oc2ccc(NC(=O)CCN3CCOCC3)cc2C1=O | / | -2.4
COc1ccc(NC(=O)Nc2ccc3c(c2)CC(=O)N([C@@H](C)CO)C[C@@H](C)[C@@H](CN(C)S(=O)(=O)c2ccc(C)cc2)O3)cc1 | 1.1 | /
C[C@H](CO)N1C[C@H](C)[C@H](CN(C)S(C)(=O)=O)Oc2ccc(NC(=O)Cn3cnnn3)cc2CC1=O | -0.8 | /
C[C@H](CO)N1C[C@H](C)[C@H](CN(C)C(=O)c2ccccc2F)Oc2cc(C#CCN(C)C)ccc2S1(=O)=O | -0.3 | -7.1
C[C@H]1CN([C@@H](C)CO)C(=O)c2cccc(NC(=O)Nc3ccc(C(F)(F)F)cc3)c2O[C@@H]1CN(C)CC1CC1 | -2.0 | 4.6
C[C@@H]1CCCCO[C@@H](CN(C)S(=O)(=O)c2ccccc2)[C@@H](C)CN([C@@H](C)CO)C(=O)c2cc(NC(=O)Nc3ccc(F)cc3)ccc2O1 | 0.1 | /
C[C@@H]1CCCCO[C@@H](CN(C)S(C)(=O)=O)[C@@H](C)CN([C@@H](C)CO)C(=O)c2cc(NS(=O)(=O)c3ccc(Cl)cc3)ccc2O1 | -0.6 | /
C[C@@H]1CN([C@H](C)CO)C(=O)Cc2cc(NC(=O)Nc3ccccc3)ccc2O[C@H]1CN(C)Cc1ccc(C(=O)O)cc1 | -1.4 | 0.8
C[C@@H]1CCCCO[C@@H](CN(C)C(=O)c2ccccc2)[C@@H](C)CN([C@@H](C)CO)C(=O)c2cc(NC(=O)NC3CCCCC3)ccc2O1 | 1.8 | /
C[C@H]1CN([C@@H](C)CO)C(=O)Cc2cc(NC(=O)Nc3ccccc3)ccc2O[C@H]1CN(C)S(=O)(=O)c1cn(C)cn1 | -0.4 | /
Following part:
SMILES | IDH1 mut inh | PRC2 inh
CC(C)CC#Cc1ccc2c(c1)O[C@@H](CN(C)Cc1ccc3c(c1)OCO3)[C@H](C)CN([C@H](C)CO)S2(=O)=O | 0.1 | /
CC(=O)N(C)C[C@@H]1Oc2cc(C#Cc3ccccc3)ccc2S(=O)(=O)N([C@H](C)CO)C[C@H]1C | -7.6 | -5.0
C/C=C/c1ccc2c(c1)O[C@@H](CN(C)C(=O)C1CCC1)[C@@H](C)CN([C@H](C)CO)S2(=O)=O | / | -5.4
CNC[C@H]1OCCCC[C@@H](C)Oc2ccc(NS(=O)(=O)c3ccc(OC)cc3)cc2C(=O)N([C@H](C)CO)C[C@@H]1C | -2.3 | -0.6
C[C@H]1CN([C@@H](C)CO)C(=O)Cc2cc(NC(=O)Nc3ccc4c(c3)OCO4)ccc2O[C@@H]1CN(C)S(=O)(=O)c1cn(C)cn1 | -10.5 | /
O=C1O[C@@H](c2ccccc2)[C@@H](c2ccccc2)N2[C@@H](c3ccc(O)cc3)[C@]3(C(=O)Nc4ccccc43)[C@@H](C(=O)N3CCN(c4ncccn4)CC3)[C@H]12 | 0.4 | -17.8
C[C@@H]1CN([C@H](C)CO)S(=O)(=O)c2ccc(C#Cc3ccncc3)cc2O[C@@H]1CN(C)S(=O)(=O)c1ccccc1 | -1.2 | /
CO[C@@H]1CN(C)C(=O)c2cc(NC(=O)NC3CCCCC3)ccc2OC[C@@H](C)N(CCc2ccccc2)C[C@@H]1C | 0.3 | -7.0
COc1ccc(S(=O)(=O)N(C)C[C@@H]2Oc3ccc(NC(=O)Cn4cnnn4)cc3CC(=O)N([C@H](C)CO)C[C@H]2C)cc1 | 2.5 | /
Cc1ccc(-c2ccc3c(c2)O[C@H](CN(C)Cc2ccccn2)[C@@H](C)CN([C@@H](C)CO)S3(=O)=O)cc1 | / | 28.2

Complete entries, quoted from the list. Screens in order: IDH1 mut inh	PRC2 inh
CO[C@@H]1CN(C)C(=O)c2ccc(NS(C)(=O)=O)cc2OC[C@H](C)N(Cc2nccs2)C[C@H]1C reads -0.1	1.3
CC(C)NC(=O)Nc1ccc2c(c1)C(=O)N([C@H](C)CO)C[C@H](C)[C@H](CN(C)C(=O)Nc1ccc(F)cc1)OCCCC[C@H](C)O2 reads 1.9	/
C[C@H](CO)N1C[C@H](C)[C@H](CN(C)S(=O)(=O)c2cccs2)Oc2c(NC(=O)C3CCOCC3)cccc2C1=O reads 5.3	/
C[C@H]1CN([C@@H](C)CO)C(=O)c2cccc(NC(=O)Nc3ccc(C(F)(F)F)cc3)c2O[C@@H]1CN(C)CC1CC1 reads -2.0	4.6
N#Cc1ccccc1Sc1ccccc1C(=O)Nc1cccc(CCc2ccccn2)c1 reads 0.3	17.1

Quoted from the results shown for reference:
SMILES | IDH1 mut inh | PRC2 inh
CC(C)CC#Cc1ccc2c(c1)O[C@@H](CN(C)Cc1ccc3c(c1)OCO3)[C@H](C)CN([C@H](C)CO)S2(=O)=O | 0.1 | /
CC(=O)N(C)C[C@@H]1Oc2cc(C#Cc3ccccc3)ccc2S(=O)(=O)N([C@H](C)CO)C[C@H]1C | -7.6 | -5.0

Additional results
SMILES | IDH1 mut inh | PRC2 inh
COc1ccc(S(=O)(=O)NCc2ccco2)cc1[N+](=O)[O-] | -0.3 | -5.6
CCCC(=O)Nc1ccc2c(c1)OC[C@H](C)N(S(=O)(=O)c1cn(C)cn1)C[C@@H](C)[C@@H](OC)CN(C)C2=O | -0.3 | 8.2
C[C@H]1CN([C@@H](C)CO)C(=O)Cc2cc(NS(=O)(=O)c3cccs3)ccc2O[C@@H]1CN(C)Cc1ccc(Oc2ccccc2)cc1 | 1.3 | /
NS(=O)(=O)c1ccc(N(S(=O)(=O)c2ccccc2)S(=O)(=O)c2ccccc2)cc1 | -2.0 | /
Cc1noc(C)c1NC(=O)N(C)C[C@H]1Oc2ccc(NC(=O)C3CCCCC3)cc2CC(=O)N([C@H](C)CO)C[C@H]1C | / | -2.4
CCCN1C[C@@H](C)[C@@H](OC)CN(C)C(=O)c2ccc(NC(=O)c3cccc(F)c3)cc2OC[C@H]1C | 0.1 | -1.4
COC(=O)Nc1scc(-c2ccccc2)c1C(=O)NCc1ccco1 | 0.1 | 7.0
COCC(=O)N[C@@H]1C=C[C@H](CC(=O)NCc2ccc(Cl)cc2)O[C@@H]1CO | 0.1 | 4.6
CO[C@@H]1CN(C)C(=O)c2cc(NS(=O)(=O)c3cccc(C)c3)ccc2OC[C@H](C)NC[C@@H]1C | -0.4 | 8.5
Cc1ccc(N(Cc2ccc(C(=O)Nc3cc([N+](=O)[O-])ccc3C)cc2)S(C)(=O)=O)cc1C | 0.2 | -3.2
COc1ccccc1NC(=O)CSc1nnnn1-c1c(C)cccc1C | 0.0 | 7.6
C[C@@H]1CN([C@H](C)CO)C(=O)Cc2cc(NC(=O)c3ccncc3)ccc2O[C@H]1CN(C)C(=O)Nc1ccc(C(F)(F)F)cc1 | 0.1 | 2.9

Bioassay records from PubChem.
